# TRHR agonist: activates the human TRH receptor; activation, % at 2 µM; AID 493084; TRHR cells, calcium flux fluo-8, FDSS agonist mode; P34981; 360,000 tested, 0.18% active; in the data active = activation above about 30%; also: 0% is about no effect
# Target sequence (P34981 whole entry, looked up): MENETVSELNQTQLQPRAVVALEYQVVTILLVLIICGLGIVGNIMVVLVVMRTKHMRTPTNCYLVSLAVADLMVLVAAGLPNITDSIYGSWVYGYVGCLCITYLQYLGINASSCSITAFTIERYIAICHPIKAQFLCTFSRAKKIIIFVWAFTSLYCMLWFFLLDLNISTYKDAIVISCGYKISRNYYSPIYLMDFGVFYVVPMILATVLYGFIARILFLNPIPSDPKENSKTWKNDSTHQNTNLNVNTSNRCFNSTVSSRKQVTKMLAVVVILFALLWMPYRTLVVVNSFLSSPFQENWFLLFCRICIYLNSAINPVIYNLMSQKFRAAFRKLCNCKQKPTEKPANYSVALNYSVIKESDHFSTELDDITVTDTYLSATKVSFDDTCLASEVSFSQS
#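 Read-out: compound-evoked intracellular calcium rise in TRHR cells, fluo-8 dye, kinetic FDSS fluorescence at 1 s/cycle following a 10-cycle baseline. Cells cultured overnight before dye loading (30 min–1.5 h, RT).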
# Anesthetic bind: binds horse apoferritin like a general anesthetic; P02791; apoferritin/1-aminoanthracene competitive binding, fluorescence; Potency, µM (highest dose often 77.5 µM), inactives show at the top dose activity change, negative = displacement, hits mostly inhibitors; 350,000 tested, 0.074% active; AID 485281; also: potency is read from the fitted curve at half-maximal effect; % is scaled to controls: 0 for no effect and ±100 for the full control effect; nearly all actives have a fitted effect of over 20% in size
# Target sequence (P02791 2-175 limits assumed): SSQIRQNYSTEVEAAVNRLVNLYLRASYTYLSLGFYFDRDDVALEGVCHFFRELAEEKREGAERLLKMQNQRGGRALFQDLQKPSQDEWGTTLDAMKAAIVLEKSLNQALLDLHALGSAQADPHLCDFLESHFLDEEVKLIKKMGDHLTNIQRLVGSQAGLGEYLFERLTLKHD
#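 Probe: 1-aminoanthracene (50% saturated, PBS). Protein: horse-spleen apoferritin, 10 uM. Incubation: 10 min, room temperature. Detection: 380 nm excitation, 535 nm emission. Analysis: normalized response, four-parameter Hill.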
# APEX1 inh: inhibitors of human APE1 endonuclease. P27695. recombinant APE1, TAMRA/BHQ-2 abasic DNA cleavage fluorescence. Potency, µM (top dose mostly 65.8 µM), without a hit: at the top dose activity change, negative = inhibition, most hits filed as inhibitors. 350,000 tested, 0.35% active. AID 2517;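 also: potency is read from the fitted curve at half-maximal effect; plate controls were vehicle for no effect and reference inhibitor for full effect; nearly all actives have a fitted effect of over 55% in size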
# Target sequence (P27695 whole entry, looked up): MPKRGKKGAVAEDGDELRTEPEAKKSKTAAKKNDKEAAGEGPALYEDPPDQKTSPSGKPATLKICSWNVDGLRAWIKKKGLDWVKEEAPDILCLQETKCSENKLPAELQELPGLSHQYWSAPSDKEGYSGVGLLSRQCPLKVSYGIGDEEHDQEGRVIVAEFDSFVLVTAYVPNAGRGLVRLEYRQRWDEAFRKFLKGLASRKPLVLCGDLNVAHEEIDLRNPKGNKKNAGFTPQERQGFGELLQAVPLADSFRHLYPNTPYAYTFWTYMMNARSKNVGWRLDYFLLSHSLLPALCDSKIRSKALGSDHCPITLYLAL
#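 Readout is kinetic fluorescence (ex 525, em 598 nm) from cleavage of 50 nM TAMRA/BHQ-2 THF abasic duplex by 0.75 nM APE1, compound added 15 min beforehand at RT.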
# ALOX12 inh: inhibitors of human 12S-lipoxygenase ALOX12. P18054. purified 12hLO, xylenol orange hydroperoxide absorbance. Potency, µM (highest dose often 108 µM), without a hit: at the top dose activity change, negative = inhibition, hits mostly inhibitors. 580,000 tested, 1.1% active. AID 1671190; also: potency is read from the fitted curve at half-maximal effect; % is scaled to controls: 0 for no effect and ±100 for the full control effect
#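 Hydroperoxide product was detected by ferrous iron/xylenol orange as the 573 to 405 nm absorbance ratio. Arachidonic acid at 40 uM (final) was turned over for 30 min at room temperature by 150 nM human 12hLO, pH 7.0 Hepes buffer, after 15 min compound preincubation.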
# Pol beta inh: DNA polymerase beta (human) inhibition | 340,000 tested, 1.3% active | Pol beta primer extension/strand displacement, fluorescence kinetic | P06746 | AID 485314 | Potency, µM (doses to about 114 µM), without a hit: top-dose activity change, negative = inhibition, most hits filed as inhibitors; also: potency is read from the fitted curve at half-maximal effect; % is scaled to controls: 0 for no effect and ±100 for the full control effect
#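 Homogeneous kinetic assay of primer extension and strand displacement by 10 nM Pol beta, preincubated 15 min at room temperature with compound before 50 nM substrate (final) was added. Read at 0 and 10 min; four-parameter Hill fit.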
# POLI inh: inhibitors of human DNA polymerase iota; Pol iota fluorescent replication assay, 10 min; 390,000 tested, 1% active; Potency, µM (top dose mostly 115 µM), for inactives: top-dose activity, negative = inhibition, usual class: inhibitors; AID 588590; Q9UNA4; also: potency is read from the fitted curve at half-maximal effect
#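 Pol iota at 10 nM preincubated 15 min with compounds at room temperature; reaction started with fluorescent substrate, 50 nM final. Fluorescence read kinetically at 0 and 10 min; buffer-only wells as negative control.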
# POLK inh: DNA polymerase kappa (human) inhibition | 400,000 tested, 0.53% active | Q9UBT6 | purified Pol kappa, fluorescent DNA synthesis assay, 10 min | AID 588579 | Potency, µM (top dose mostly 107 µM), for the others: at the top dose activity, negative = inhibition, hits mostly inhibitors; also: potency is read from the fitted curve at half-maximal effect; % is scaled to controls: 0 for no effect and ±100 for the full control effect
#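 Enzyme at 10 nM met test compounds for 15 min at room temperature. Substrate addition (50 nM final) began the reaction, which was monitored by fluorescence at 0 and 10 min.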
# BLM inh: inhibitors of human Bloom syndrome helicase BLM; P54132; recombinant BLM DNA unwinding, fluorescence dequenching; Potency, µM (titrated, usually from 56.1 µM), without a hit: top-dose activity change, negative = inhibition, usual class: inhibitors; 350,000 tested, 0.2% active; AID 2528;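 also: potency is read from the fitted curve at half-maximal effect; plate controls were vehicle for no effect and no enzyme for full effect; nearly all actives have a fitted effect of over 35% in size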
# ERG-DNA inh: ERG Ets/DNA interaction inhibition | P11308 | fluorescence polarization, His-ERG Ets domain / labelled DNA | Potency, µM (series often up to 76.9 µM), inactives show at the highest dose FP activity, negative = inhibition, usual class: inhibitors | 370,000 tested, 0.028% active; active = well fitted inhibition curve with a large enough effect in the polarisation, with a control signal flat; inconclusive = small, poorly fitted or top-dose-only effect, or effect the other way, or a change in a side signal; inactive = no such curve, though single readings can be large or run the other way; the % refers to the polarisation;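 also: polarization taken with two DNA probes labelled with fluorescein and Texas red; potency is read from the fitted curve at half-maximal effect; % of control where 0% means no effect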
#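 His-tagged ERG Ets domain (1 uM in the protein solution; 300mM KCl, 50mM Tris-HCl, 1mM EDTA, 1mM DTT, pH 7.5) received compound, then a probe mix of 5 nM fluorescein-DNA and 100nM Texas-615-DNA. Fluorescence polarization was read for both dyes.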
# * marks the source's active call; other numbers are inactive results; ? = inconclusive; · = not tested or not shown; & = joins results of further samples; [ ] = remark or other dose. Unless noted, calls follow the shape of the dose curve; as a rule, active = well fitted curve in the direction sought with a large enough effect; inconclusive = small, poorly fitted or top-dose-only effect, or another doubt; inactive = no such curve, though single readings can be large; an effect the other way counts as inactive or inconclusive. Not all compounds are listed (hit frequency here may not be typical).
# Order of values – TRHR agonist, Anesthetic bind, APEX1 inh, ALOX12 inh, Pol beta inh, POLI inh, POLK inh, BLM inh, ERG-DNA inh
CCOC(=O)C1/C(=N\O)CC(C)(O)C(C(=O)OCC)C1c1ccc(OC)c(OC)c1 (stereo not drawn)
→ -0.4, -10%, 1%, 1%, -1%, -1%, -1%, -1%, -3%
O=C(Nc1cccnc1Cl)c1cc([N+](=O)[O-])ccc1Cl
→ -0.7, -1%, ?, -9%, 1%, 93%[activator], -6%, -5%, -1%
COc1ccc(NC(=O)C2CCC(C)(C(=O)O)C2(C)C)cc1 (stereo not drawn)
→ 0.4, -4%, -2%, 36%[activator], 28%, -13%, -18%, 3%, -1%
CCCCCN(C(=O)CCC(=O)OCc1cccc(Br)c1)c1c(N)n(CCCC)c(=O)[nH]c1=O
→ 0.2, ·, 4%, -16%, ·, 4%, -12%, ·, -4%
Cc1ccc(S(=O)(=O)N2CCN(C(=O)COC(=O)C3(C)CC3(Cl)Cl)CC2)c(C)c1 (stereo not drawn)
→ -2.3, ·, -17%, 197%[activator], ·, 16%, 6%, ·, -7%
Cc1c(-n2c(-c3ccccc3Cl)n[nH]c2=S)c(=O)n(-c2ccccc2)n1C
→ 0.4, 4%, 0%, -18%, -1%, 19%, 6%, 0%, 13%
CC(=O)Nc1cccc(NC(=O)CSc2nccn2Cc2ccc(F)cc2)c1
→ 1.0, -6%, 11%, 5%, 28%, 29%, -3%, -2%, 6%
Cc1ccccc1C(=O)N1CCC(C(=O)Nc2ccc3c(c2)OCCO3)CC1
→ -0.2, -3%, 2%, -10%, -6%, 18%, -2%, 1%, 1%
COC(=O)NC(NS(=O)(=O)c1ccccc1)(C(=O)OC)C(F)(F)F (stereo not drawn)
→ -0.5, 0%, 5%, -3%, -1%, 3%, -12%, -1%, 2%
COc1ccc(C(=O)NCCSCc2ccccc2C)cc1
→ 0.1, -24%, -5%, 2%, 21%, 9%, 0%, -4%, 0%
CCn1cc(/C=C(\NC(=O)c2ccc(OC)c(OC)c2)C(=O)N2CCOCC2)c2ccccc21
→ 0.8, -19%, 49%, ?, -11%, 23%, -2%, -3%, 1%
O=C(C1CC12CCCC2)N1CCC(CO)(Cc2ccccc2Cl)CC1 (stereo not drawn)
→ 0.9, -11%, -2%, -4%, 1%, 3%, -3%[60.1 µM], -7%, 8%
O=C(c1cc2c(s1)-c1ccccc1OC2)N1CCN(c2ccc(F)cc2)CC1
→ 0.4, 78%[activator], ·, -14%, 34%, 13%, 5%, -8%, -3%
CC(=Nc1ccccc1)C1=C(O)C(CC(C)C)NC1=O (stereo not drawn)
→ ·, ·, ·, -27%, ·, 6%, -15%, ·, 5%
CCCn1cc(S(=O)(=O)c2cccc(Cl)c2)c(=O)c2cc(F)c(N3CCOCC3)cc21
→ -0.1, ?, ·, -21%, 5%, 17%, -3%, 1%, -5%
COc1cccc(C(C(=O)NC2CCCCC2)N(C(=O)c2ccco2)c2ccccc2OC)c1 (stereo not drawn)
→ -0.5, -23%, 53%[activator], 1%, 3%, 63%[activator], -9%, -7%, 12%
CC1=C(C)C(OCCBr)N(c2cc(O)c(Cl)cc2F)C1=O (stereo not drawn)
→ 0.3, -7%, 14%, ?, 9%, 24%, 9%, -6%, -16%
C=CCN(CC=C)C(=O)C[n+]1ccc(C(N)=O)cc1
→ 0.8, -3%, 4%, ?, 3%, 18%, -7%, 2%, 2%
O=S(=O)(c1cccs1)N1CCN(c2ccccc2)CC1
→ 0.2, -15%, 55%[activator], 1%, -17%, 54%[activator], -2%, 0%, -6%
O=C(NCC(c1ccco1)N1CCN(c2ccccc2)CC1)c1cccs1 (stereo not drawn)
→ -0.6, ·, 2%, -17%, ·, 1%, -14%, ·, -3%
CCn1c(COc2cc(C)cc(C)c2)nnc1SCC(=O)N1CCN(c2ccccc2)CC1
→ -1.6, -11%, -4%, 14%, 34%, -13%[58.9 µM], -7%, -2%, 6%
Cn1c(CCN2CCN(c3ccccn3)CC2)nc2cc(NS(=O)(=O)c3ccc(Cl)cc3)ccc21
→ -0.2, -13%, -9%, -17%, ?, 33%[activator], -9%, -4%, 0%
COc1ccc(C2CC(c3ccccc3)=NN2C(=S)Nc2ccccc2)cc1 (stereo not drawn)
→ 1.9, -10%, 2%, -13%, 20%, 94%[activator], -5%, -5%, 6%
O=C(CCCn1c(=O)c2sccc2n(Cc2ccc(F)cc2)c1=O)NCc1ccco1
→ -0.9, -1%, -2%, 2%, -3%, 27%, -10%, -5%, ?
CCCCN(C(=S)SC)C1CCS(=O)(=O)C1 (stereo not drawn)
→ -0.2, -5%, 2%, 20%, 34%, 17%, -6%, -1%, 7%
Cc1ccc(S(=O)(=O)N(C)C)cc1NC(=O)COC(=O)CSc1ccccc1
→ 0.2, ·, -5%, -20%, ·, 23%, -14%, ·, -2%
O=C(O)c1ccc(Nc2nc(-c3ccccc3)c3cc(Br)ccc3n2)cc1
→ -0.6, 4%, ·, ?, 29%, ?, -23%, 5%, -5%
CCC(=O)NC(=S)NNC(=O)c1ccccc1[N+](=O)[O-]
→ 0.1, -7%, 1%, 3%, -12%, -3%, 4%, 0%, 6%
Cc1ccc(NC(=O)C2CCCN(S(=O)(=O)c3c(C)n[nH]c3C)C2)cc1C (stereo not drawn)
→ 0.7, -7%, ·, -4%, -4%, -2%, -5%, -3%, 7%
O=C(NCc1ccc2c(c1)OCO2)c1ccc(CN2CCc3ccccc3C2)cc1
→ 0.2, ?, -3%, -23%&-8%, 13%, 4%, -6%, 2%, -5%
O=C(NCc1ccccc1)C(c1ccncc1)N(C(=O)c1ccccn1)c1ccccc1 (stereo not drawn)
→ 0.0, -5%, 22%, ?, -6%, 39%[activator], -7%, -2%, 3%
CCN(C[C@H]1N[C@@](C)(C(=O)OC)[C@H]2C(=O)N(C)C(=O)[C@@H]12)C(=O)C1CCCCC1
→ ·, ·, 13%, ?, ·, -19%, 17%, ·, -4%
NC(=O)Cn1ccc(O)c(Cc2ccc(Cl)cc2Cl)c1=O
→ 0.7, 7%, 48%[activator], -22%, 11%, ?, 4%, 2%, 2%
Cc1occc1C(=O)NNC(=O)c1ccc(F)cc1
→ 0.0, -5%, 8%, 0%, 21%, 17%, -6%, 1%, -8%
O=C(Nc1ccc(O)c2c(=O)cc(-c3ccccc3Cl)oc12)c1ccc(Cl)cc1Cl
→ 0.0, -10%&4%, -2%&-3%, -5%, -8%, ?, -6%&3%, -2%&1%, -10%
COCCCn1c(=N)c(C(=O)NCC2CCCO2)cc2c(=O)n3cccc(C)c3nc21 (stereo not drawn)
→ 0.2, 219%[activator], -2%, ?, 1%, 17%, -8%, 44%[activator], 1%
O=C(NC1CCCCC1)C(c1ccc(O)cc1)N(C(=O)c1cnccn1)c1cccc(F)c1 (stereo not drawn)
→ -0.2, -8%, 0%, -15%, 12%, -2%, -2%, -2%, ?
CCOc1ccc(Cc2nccc3cc(OCC)c(OCC)cc23)cc1OCC
→ ·, -18%, 0%, -5%[22.9 µM], ·, ·, ?, -13%, ·
O=C(Cn1cnc2c(OCc3ccccc3)ncnc21)NCCc1c[nH]c2ccccc12
→ ·, ·, 4%, 8%, ·, -3%, -24%, ·, 1%
Cc1onc(-c2c(Cl)cccc2Cl)c1C(=O)Nc1ccc2c(c1)OCCO2
→ -0.1, -21%, -1%, -24%, -1%, 43%[activator], -18%, -2%, 5%
C=CCn1c(SC(F)F)nc2scc(-c3ccco3)c2c1=O
→ 0.8, -4%, -15%, -6%, 9%, 9%, -10%, -4%, -5%
CCCCCC(C)n1[nH]c(=O)c2c(C)cc(C)nc21 (stereo not drawn)
→ 0.4, ?, -1%, 17%[57.4 µM], 6%, 15%, 12%, -4%, -14%
Cc1cccc(C(=O)Nc2c(C(=O)N3CCN(c4ccc(F)cc4)CC3)oc3ccccc23)c1
→ 6.3, -8%, ·, 1%, 2%, 4%, -5%, -6%, -2%
CCC(C(=O)NC(C)(C)C)N(C(=O)Cn1nnc(-c2ccccc2F)n1)c1cnc2ccccc2c1 (stereo not drawn)
→ 0.0, -7%, -2%, -4%, -27%, 20%, -16%, -4%, 2%

# 3 records picked at random from those above, as already listed:
# Order of values – TRHR agonist, Anesthetic bind, APEX1 inh, ALOX12 inh, Pol beta inh, POLI inh, POLK inh, BLM inh, ERG-DNA inh
CCN(C[C@H]1N[C@@](C)(C(=O)OC)[C@H]2C(=O)N(C)C(=O)[C@@H]12)C(=O)C1CCCCC1
→ ·, ·, 13%, ?, ·, -19%, 17%, ·, -4%
O=C(NC1CCCCC1)C(c1ccc(O)cc1)N(C(=O)c1cnccn1)c1cccc(F)c1 (stereo not drawn)
→ -0.2, -8%, 0%, -15%, 12%, -2%, -2%, -2%, ?
O=C(Nc1ccc(O)c2c(=O)cc(-c3ccccc3Cl)oc12)c1ccc(Cl)cc1Cl
→ 0.0, -10%&4%, -2%&-3%, -5%, -8%, ?, -6%&3%, -2%&1%, -10%

# Structural class: the entries above containing an aryl thioether with sulfur outside any ring
# Order of values – TRHR agonist, Anesthetic bind, APEX1 inh, ALOX12 inh, Pol beta inh, POLI inh, POLK inh, BLM inh, ERG-DNA inh
CC(=O)Nc1cccc(NC(=O)CSc2nccn2Cc2ccc(F)cc2)c1
→ 1.0, -6%, 11%, 5%, 28%, 29%, -3%, -2%, 6%
CCn1c(COc2cc(C)cc(C)c2)nnc1SCC(=O)N1CCN(c2ccccc2)CC1
→ -1.6, -11%, -4%, 14%, 34%, -13%[58.9 µM], -7%, -2%, 6%
Cc1ccc(S(=O)(=O)N(C)C)cc1NC(=O)COC(=O)CSc1ccccc1
→ 0.2, ·, -5%, -20%, ·, 23%, -14%, ·, -2%
C=CCn1c(SC(F)F)nc2scc(-c3ccco3)c2c1=O
→ 0.8, -4%, -15%, -6%, 9%, 9%, -10%, -4%, -5%

# Assay outcomes (PubChem BioAssay)
